# Screening data as filed in PubChem.
# SRC3 TRFRET art – TR-FRET artefact, counter-screen to PPARgamma/SRC-3 agonist assay | TR-FRET ratio at 8 µM | 99,000 tested, 0.39% active | PPARgamma/SRC-3 format; hits give high values | AID 1048; in the data active = TR-FRET ratio above about 2000; note: inactives centre near 1600; reference of the scale not given here
# SRC1 TRFRET art – TR-FRET artefact, counter-screen to PPARgamma/SRC-1 agonist assay; TR-FRET detection artefact counter-screen, emission ratio; hits give high values; TR-FRET ratio at 8 µM; 99,000 tested, 0.34% active; in the data active = TR-FRET ratio above about 2300; note: inactives centre near 1800; reference of the scale not given here
# Active calls of the source: *. This is a subset; the hit share may differ from the screen's.
compound,SRC3 TRFRET art,SRC1 TRFRET art
O=C(N/N=C/c1c[nH]c2ccccc12)C1CC1(c1ccccc1)c1ccccc1 (stereo not drawn),1606,1981
CNC(=O)NC(=O)C(C)OC(=O)c1c2c(nc3ccccc13)/C(=C/c1cccs1)CC2 (stereo not drawn),1551,1843
O=C(OCc1ccccc1)C1=NNC2C(=O)N(Cc3ccccc3)C(=O)C12 (stereo not drawn),1785,1938
COc1ccccc1C/C(N)=N/OC(=O)c1cccs1,1645,1949
O=C(COC(=O)c1ccccc1)Nc1ccccc1Br,1330,1876
CCOC(=O)C1(Cc2cccc(OC)c2)CCN(Cc2cc(OC)ccc2OC)CC1,1533,1693
Cc1onc(-c2c(Cl)cccc2Cl)c1C(=O)NC1C(=O)N2C1SC(C)(C)C2C(=O)O (stereo not drawn),1412,1748
O=C(COC(=O)c1cnc(Cl)c(Cl)c1)Nc1ccc(S(=O)(=O)N2CCCC2)cc1,1580,1932
COc1ccc(C)c(NC(=O)C2CC(=O)NC3=C2C(=O)CCC3)c1 (stereo not drawn),1519,1709
CC(=O)c1cccc(CN2CCC(CO)(CCCc3ccccc3)CC2)c1,1664,1656
CCc1cccc(NC(=O)Cn2c(-c3ccccc3)cc(C(C)=O)c2C)c1,1599,1704
CCC(C)C(NS(=O)(=O)c1ccc(C)cc1)C(=O)O (stereo not drawn),1269,1591
O=[N+]([O-])c1cccnc1NCc1cccs1,1532,1817
Cc1ccc(Nc2ccc(C(=O)NCCc3ccccc3)cn2)cc1,1486,1689
O=C(NNS(=O)(=O)c1ccccc1)c1ccc(S(=O)(=O)N2CCCCC2)cc1,1641,1462
Cc1ccc(Cn2ncn(-c3ccccc3)c2=O)cc1,1600,1655
Cc1ccc(NS(=O)(=O)c2cccc(C(=O)NCC(c3cccs3)N(C)C)c2)cc1 (stereo not drawn),1490,1719
O=c1[nH]c(SCc2cccc(Cl)c2)nc2[nH]ncc12,1775,1814
CC(Cl)C(=O)Nc1cc(C(F)(F)F)ccc1N1CCOCC1 (stereo not drawn),1474,1547
CCN(CC)C(=O)c1cc(Cl)ccn1,1731,1854
NC1=NC(=O)S/C1=C\c1ccc(O)cc1,1368,1714
Cc1oc(-c2ccc3c(c2)OCCO3)cc1C(=O)NC(Cc1ccccc1)C(=O)O (stereo not drawn),1651,1956
Cc1ccc(NC(=O)ON=C2CCCC2)cc1,1628,1700
Cc1cccc(C)c1-n1c(C)nn(CC#N)c1=O,1681,1542
Cc1onc(-c2ccccc2)c1C(=O)NC(=S)Nc1sc2c(c1C#N)CCC(C)C2 (stereo not drawn),1698,1858
O=c1[nH]c2ccccc2n1CCCN1CCCCC1,1506,1838
CCCN(CCC)CC(O)Cn1cc(/C=C/C(=O)c2ccccc2)c2ccccc21 (stereo not drawn),1467,1834
Cc1ccc(-n2nc3ccc(NC(=S)NC(=O)/C=C/c4ccco4)cc3n2)cc1,1885,1973
CC(C)OCCCNc1ncc2c(n1)CC(c1ccccc1)CC2=O (stereo not drawn),1575,1895
COc1ccc(CC(=O)NCc2nnc(SCc3ccc(C)cc3)n2C)cc1,1515,1792
O=C(Nc1ccc2c(c1)OCCO2)c1ccc(Cl)c([N+](=O)[O-])c1,1629,1784
COc1ccccc1C1(O)CCN(CC(=O)Nc2nc(-c3ccccc3)cs2)CC1,1599,1549
COc1ccc2cc3c(N)nn(C(=O)c4ccccc4[N+](=O)[O-])c3nc2c1,1432,1649
CCCCCn1nnc2c(=O)oc3ccccc3c21,1425,2010
Cc1c(C(=O)OCC(=O)Nc2ccccc2OC(F)F)cccc1[N+](=O)[O-],1631,1757
COc1ccc(N2CCN(C(CNS(=O)(=O)c3ccc4c(c3)OCCO4)c3ccco3)CC2)cc1 (stereo not drawn),1691,1653
C#CC[N+](C)(C)CCCCCCCC,1601,2019
Nc1nonc1C(=O)NCCNS(=O)(=O)c1ccc(F)cc1,1656,1629
COc1ccc(NC(=O)CSc2nc3c([nH]c4ccccc43)c(=O)n2C)cc1,1672,1796
COc1cccc(C2C(C(=O)Nc3ccccc3)=C(C)N=c3s/c(=C/c4ccc(OCC(=O)O)cc4)c(=O)n32)c1 (stereo not drawn),1526,1700
S=C(Cc1cccnc1)N1CCOCC1,1721,2084
Cc1ccc(C(=O)c2cc3c(cc2[N+](=O)[O-])OCCO3)cc1,1481,2210
O=C(C1=C[C@H](c2ccc(Br)cc2)C[C@H](OCCCCO)O1)N1CCOCC1,1674,1936
C/C(=N\NC(=O)c1ccc(Cl)c(S(=O)(=O)Nc2ccccc2Cl)c1)c1ccncc1,1657,1841
Cc1ccc(S(=O)(=O)CC(O)COc2ccccc2C#N)cc1 (stereo not drawn),1596,1574
O=[N+]([O-])c1cnc(N2CCCCC2)c([N+](=O)[O-])c1,1671,1641
CC1CN(C(=O)N(C)C)CCN1C(=O)N(C)C (stereo not drawn),1656,2010
O=C(Nc1cc(=O)c2ccccc2o1)N1CCCCC1,1718,2143
CCC(CC)NC(=O)c1cc(OC)c(OC)c(OC)c1,1464,1853
O=c1oc2ccccc2c(N2CCCC2)c1[N+](=O)[O-],1551,1648
Cc1onc(-c2ccccc2)c1C(=O)NC(=S)Nc1sc2c(c1C#N)CCCC2,1725,1954
C[C@H]([C@@H](N)C(=O)N[C@@H](C(=O)O)[C@@H]1O[C@H](n2ccc(=O)[nH]c2=O)[C@@H](O)[C@H]1O)[C@@H](O)c1ccc(O)cn1,1679,1823
O=C(COC(=O)c1cccc(S(=O)(=O)NCc2ccccc2)c1)c1ccccc1,1721,1939
COc1ccc(CCN2CNc3c(c(=O)n(C)c(=O)n3C)C2)cc1,1553,1751
O=C(NCc1ccco1)c1cc([N+](=O)[O-])cc([N+](=O)[O-])c1,1518,1736
CC(c1nnc(SCC(=O)Nc2cccnc2Cl)n1Cc1ccccc1)N(C)C (stereo not drawn),1660,1993
CN(C)C(CNC(=O)c1ccc2ccccc2c1)c1ccco1 (stereo not drawn),1384,1794
c1cc(CNC2C3CC4CC(C3)CC2C4)ccn1 (stereo not drawn),1732,2069
Cc1ccc(C)n1C(CC(=O)O)c1ccc(C#N)cc1 (stereo not drawn),1590,2147
CC(C)C(C)NC(=O)CSc1nnc(-c2c[nH]c3ccccc23)o1 (stereo not drawn),1744,1647

# 7 compounds already listed, ordered by molar mass, rising.
compound,SRC3 TRFRET art,SRC1 TRFRET art
O=c1oc2ccccc2c(N2CCCC2)c1[N+](=O)[O-],1551,1648
CCC(CC)NC(=O)c1cc(OC)c(OC)c(OC)c1,1464,1853
O=C(NCc1ccco1)c1cc([N+](=O)[O-])cc([N+](=O)[O-])c1,1518,1736
COc1ccc(CCN2CNc3c(c(=O)n(C)c(=O)n3C)C2)cc1,1553,1751
Cc1ccc(S(=O)(=O)CC(O)COc2ccccc2C#N)cc1 (stereo not drawn),1596,1574
O=C(COC(=O)c1cccc(S(=O)(=O)NCc2ccccc2)c1)c1ccccc1,1721,1939
C/C(=N\NC(=O)c1ccc(Cl)c(S(=O)(=O)Nc2ccccc2Cl)c1)c1ccncc1,1657,1841

# More compounds follow:
compound,SRC3 TRFRET art,SRC1 TRFRET art
COC(=O)c1sccc1NC(=S)Nc1ccc(F)cc1,1789,1998
O=C(NC1CCCCC1)C(=O)N(Cc1cccnc1)C(C(=O)NCc1ccco1)c1ccccc1 (stereo not drawn),1531,1904
CCNC(=S)N(CCc1c(C)[nH]c2ccc(C)cc12)Cc1cccs1,1840,1612
O=C(CN(Cc1cccs1)C(=O)CNS(=O)(=O)c1ccc(Cl)cc1)NCC1CCCO1 (stereo not drawn),1440,1891
Nc1nnc(-c2cccc([N+](=O)[O-])c2)s1,1739,1825
CN(C)C(=O)N1CCC(C(=O)N2CCCC(C(=O)c3cccc4ccccc34)C2)CC1 (stereo not drawn),1696,1717
COc1ccc(CCN2C(=O)CC(NNC(=O)c3cccc(O)c3)C2=O)cc1 (stereo not drawn),1562,1886
CCn1c2ccccc2c2cc(NC(=O)COC(=O)c3ccccc3Br)ccc21,1593,1920
Cn1c(=O)[nH]c(=O)c2c1nc(SCCN1CCCCC1)n2CCCc1ccccc1,1576,1533
CS(=O)(=O)c1nc(-c2ccc(Br)cc2)n[nH]1,1719,1990
Cc1ccc(NC(=O)CSc2nnc(CNC(=O)c3cccs3)o2)c(C)c1,1445,1913
Cc1[nH]c2ccccc2c1C(=O)COC(=O)c1ccc([N+](=O)[O-])s1,1642,1771
C/C(CC(=O)C(F)(F)F)=N\NC(=O)/C(C#N)=C/N(C)C,1285,1813
C=CCn1c(SCC#N)nc2c(c1=O)C(C)(C)Cc1ccccc1-2,1838,1593
CCCc1nc(SCC(=O)Nc2nnc(SCC)s2)c2c(=O)n(C)c(=O)n(C)c2n1,1374,2172
CC(=O)c1c(C)nc(-c2ccc(OCC(=O)Nc3ccc(F)cc3)cc2)n1O,1745,1695
COC(=O)c1ccc(-c2sc3nc(N4CCOCC4)c4c(c3c2N)CC(C)(C)OC4)o1,1620,1863
O=C(COC(=O)C1CCC(=O)N1)Nc1cc(Cl)ccc1Cl (stereo not drawn),1430,1526
O=C(COC(=O)CN=C1NS(=O)(=O)c2ccccc21)Nc1ccccc1OC(F)F,1741,1781
O=C(CNC(=O)c1cccs1)NCCN1CCC(Cc2ccccc2)CC1,1598,1588

# Reprinted at random: three compounds from above, in no set order.
compound,SRC3 TRFRET art,SRC1 TRFRET art
CC(C)OCCCNc1ncc2c(n1)CC(c1ccccc1)CC2=O (stereo not drawn),1575,1895
Cc1ccc(C)n1C(CC(=O)O)c1ccc(C#N)cc1 (stereo not drawn),1590,2147
O=[N+]([O-])c1cccnc1NCc1cccs1,1532,1817

# Remaining list, next part:
compound,SRC3 TRFRET art,SRC1 TRFRET art
COC(=O)c1nnn(CC(=O)NC(=O)Nc2ccc(F)cc2)c1C(=O)OC,1474,1860
Cc1ccccc1N(CC(=O)NC(C)(C)C)C(=O)c1ccc(-c2ccccc2)[nH]1,1592,1865
Cn1ccnc1SCC(=O)c1c[nH]c2ccccc12,1626,1747
CCN(C(=O)CSc1nnnn1C)c1c(N)n(Cc2ccccc2)c(=O)[nH]c1=O,1584,1703
c1cnc2nc(-c3ccc4c(c3)OCO4)cn2c1,1670,2053
O=C(OCCN1CCCC1)C1(c2ccccc2)CCCC1,1526,1659
O=C(Cc1cccs1)Nc1nnc(-c2ccccc2)s1,1572,1808
CC(CCc1ccccc1)NC(=O)COC(=O)c1cccs1 (stereo not drawn),1467,1748
O=C1C=C(NCc2ccc(Cl)cc2)CCC1,1640,1728
Cc1cc(/C=N/O)c(C)n1-c1cccc(Cl)c1,1656,1812
NS(=O)(=O)c1ccc(NC(=O)C2Cc3ccccc3C(=O)O2)cc1 (stereo not drawn),1714,1792
COc1cccc(NC(=O)Nc2cccc(C(=O)O)c2)c1,1424,1580
Oc1oc(-c2ccco2)nc1C=Nc1cccc(Cl)c1,1995,1667
S=C(NCCc1ccccn1)Nc1ccccc1,1721,1700
C=CCn1c2[n+](c3ccccc3c1=O)CCCCC2,1662,1859
CCOc1ccc(CCNc2cc(C)nc3ncnn23)cc1OCC,1539,1887
CSc1ncccc1C(=O)NCC1CCCCC1,1596,1768
O=C1CCCc2c1cc(-c1ccccc1)n2-c1ccc(O)cc1,1525,1743
Cc1ccc(C)c(S(=O)(=O)NCc2ccc(C(=O)N3CCCCCC3)cc2)c1,1883,1944
O=C(Cc1cccc2ccccc12)NCCC1=CCCCC1,1709,1812
Cc1ccc(S(=O)(=O)N2CCC(NC(=O)c3cccc(C)c3)CC2)cc1,1456,1648
O=C(COC(=O)/C=C/c1ccc(S(=O)(=O)N2CCc3ccccc32)cc1)NC1CCS(=O)(=O)C1 (stereo not drawn),1559,1547
NS(=O)(=O)c1ccc(N2N=C(c3ccccc3)CC2c2cccc(F)c2)cc1 (stereo not drawn),1538,1670
CCC/C=N/NC(=O)c1ccccc1O,1544,1670
COc1ccc(CCNCC(O)Cn2c3ccccc3c3ccccc32)cc1OC (stereo not drawn),1795,2069
COC(=O)c1c(N2C(=O)[C@H]3[C@@H](C2=O)[C@]2(C(=O)Nc4c(C)cc(C)cc42)N2CCC[C@@H]32)sc(C)c1C,1803,1903
Cc1nn(C)cc1NC(=O)Cn1nc(C(F)(F)F)cc1C1CC1,1419,1569
CCc1cc(=O)oc2cc(OCC=C(C)C)ccc12,1885,1920
COc1ccc(Nc2ccc(N3C(=O)CCCC3=O)cc2[N+](=O)[O-])c(OC)c1,1565,1493
CN1CCN(/N=C/c2cccc(Cl)c2Cl)CC1,1704,1965
Cc1cccc(NC(=O)CCC(=O)OCC(=O)c2ccc(Oc3ccc([N+](=O)[O-])cc3)cc2)c1,1438,1688
COc1ccc(NC(=O)c2cc3c(=O)n4ccccc4nc3n2C)cc1OC,1603,2071
O=C(Nc1cccc(F)c1)c1ccc(-c2ccccc2Cl)o1,1718,2062
Cn1ncc(N2CCN(C(=O)c3ccc(Cl)cc3)CC2)c(Cl)c1=O,1389,1598
Clc1ccc(CNc2ccc(CNc3ncn[nH]3)cc2)cc1,1568,1564
CCOC(=O)C1(Cc2cccc(Cl)c2)CCCN(C(=O)c2cccnc2)C1 (stereo not drawn),1581,2063
CCC(=O)Nc1ccc(S(=O)(=O)Nc2ccc(Cl)nn2)cc1,1519,1881
C#CCOCCOCCOCCNc1nc(N2CCN(C(=O)[C@H](CCCCN)n3cc([C@@H](N)CC(C)C)nn3)CC2)nc(N2CCN(C(=O)[C@H](CCCCN)n3cc([C@@H](N)CC(C)C)nn3)CC2)n1,1509,1566
